Screening results deposited in PubChem by National Center for Advancing Translational Sciences (NCATS).
KB-V1 cytotox: KB-V1 MDR subline cytotoxicity. KB-V1 MDR cells viability, CellTiter-Glo, 72 h. Potency, µM (titrated, usually from 46.1 µM), for the others: top-dose activity change, negative = cytotoxicity, most hits filed as cytotoxic. hit rate 3.4% among 400,000; note: potency is the fitted concentration of half-maximal effect; % is set by controls: 0 for no effect and ±100 for the full control effect; nearly all actives have a fitted effect of over 60% in size
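qHTS viability screen in drug-selected KB-V1 MDR cells: 72 h compound treatment at 37 degrees C, ATP luminescence end point.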
HT1080 IDH1KD tx: HT-1080 IDH1 knockdown cell toxicity (counter line). HT-1080 IDH1 knockdown viability, ATP luminescence, 48 h. Potency, µM (highest dose often 46.1 µM), inactives show at the highest dose activity, negative = toxicity, actives largely listed as cytotoxic. hit rate 2% among 360,000;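 note: potency is the fitted concentration of half-maximal effect; 0% = DMSO wells and -100% = cell-free medium wells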
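CellTiter-Glo luminescence after 48 h compound exposure at 37 degrees C of IDH1-knockdown HT-1080 cells in 5% FBS RPMI. %Activity scaled between DMSO wells and cell-free media wells, with curves fitted and assigned curve classes.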
KB-3-1 tox: KB-3-1 parental cell cytotoxicity; KB-3-1 viability, CellTiter-Glo ATP luminescence, 72 h; Potency, µM (highest dose often 46.1 µM), for inactives: at the top dose activity change, negative = cytotoxic, most hits filed as cytotoxic; hit rate 1.4% among 400,000; note: potency is the fitted concentration of half-maximal effect; % is set by controls: 0 for no effect and ±100 for the full control effect; nearly all actives have a fitted effect of over 60% in size
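Here the drug-naive KB-3-1 line serves as comparator for MDR sub-line selectivity; cells received compound titrations, 72 h at 37 °C, then CellTiter-Glo readout.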
MCF10A rerep: induces DNA re-replication in MCF 10a normal breast cells; MCF 10A DNA re-replication, Hoechst nuclear intensity, 48 h; Potency, µM (top dose mostly 46.1 µM), for inactives: at the top dose activity, positive = re-replication, most hits filed as activators; hit rate 2.9% among 350,000; note: potency is the fitted concentration of half-maximal effect; % of control where 0% means no effect; nearly all actives have a fitted effect of over 50% in size
SW480 rerep: inducers of DNA re-replication in SW480 colon cancer cells. SW480 DNA re-replication, Hoechst DNA content imaging, 48 h. Potency, µM (doses to about 46.1 µM), for the others: at the top dose re-replication activation, most hits filed as activators. hit rate 1.8% among 340,000; note: potency is the fitted concentration of half-maximal effect; % of control where 0% means no effect; nearly all actives have a fitted effect of over 55% in size
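Readout is total intensity of Hoechst-stained nuclei, excited at 405 nm and collected at 500-530 nm. Compound treatment lasted 48 hr at 37 C in 5% CO2 before staining.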
ATXN2 expr inh: ATXN2 expression inhibition. HEK-293 ATXN2-luciferase reporter, luminescence, 24 h. AID 1745845. hit rate 0.72% among 360,000. Potency, µM (doses to about 57 µM), for the others: at the top dose activity change, negative = inhibition, usual class: inhibitors; note: potency is the fitted concentration of half-maximal effect; % is set by controls: 0 for no effect and ±100 for the full control effect; nearly all actives have a fitted effect of over 55% in size
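qHTS (up to 57 uM final) was run with 24 h compound exposure of reporter cells at 37 °C. Each well was multiplexed: SteadyGlo luminescence measured ATXN2-luciferase expression after a fluorogenic Gly-Phe-AFC viability readout (25 uM final).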
ATXN viability: viability counter-screen for ATXN expression inhibitors | S2 cells (HEK-293 line with an ATXN2-luciferase reporter) viability, CellTiter-Fluor protease fluorescence, 24 h | Potency, µM (top dose mostly 56.7 µM), most hits filed as cytotoxic | hit rate 0.49% among 400,000 | AID 651635; note: potency is the fitted concentration of half-maximal effect; nearly all actives have a fitted effect of over 40% in size
HT1080NT lethal: kills 2HG-producing HT-1080-NT fibrosarcoma cells. hit rate 1.6% among 360,000. HT-1080-NT fibrosarcoma viability, CellTiter-Glo ATP luminescence, 48 h. Potency, µM (top dose mostly 46.1 µM), inactives show top-dose activity, negative = less viability, hits mostly cytotoxic;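 note: NT is the 2HG producing partner of a matched IDH1 knockdown line; potency is the fitted concentration of half-maximal effect; 0% = DMSO-treated cells and -100% = media-only wells without cells; nearly all actives have a fitted effect of over 55% in size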
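Viability by CellTiter-Glo luminescence after 48 h compound exposure at 37C of HT-1080-NT cells (750/well, RPMI, 5% FBS). % activity scaled between DMSO wells and medium-only wells, then curve-fitted and categorized by curve class.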
IL-1B inflam inh: inflammasome signaling inhibition, IL-1 beta readout. THP-1 LPS/ATP IL-1B secretion, AlphaLISA, 16 h; hits give low values. activity change, % at 57.5 µM. hit rate 4.7% among 360,000; in the data active = activity change below about -50%; inconclusive = mostly about -30% to -49%; note: % is set by controls: 0 for no effect and ±100 for the full control effect
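THP-1 cells pretreated 1 hr with compounds (up to 57.5 uM final), then stimulated with LPS (250 ng/mL final) plus ATP (1.25 mM final); secreted IL-1B measured by AlphaLISA after 16 hr, decreased signal indicating inhibition.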
An asterisk follows results filed as active; i = inactive; ? = inconclusive; nt = no result given; & = joins results of further samples; [ ] = remark or other dose. Unless noted, calls come from the whole dose curve; as a rule, active = well fitted curve in the direction sought with a large enough effect; inconclusive = small, poorly fitted or top-dose-only effect, or another doubt; inactive = no such curve, though single readings can be large; an effect the other way counts as inactive or inconclusive. This is a random part of the collection; any-hit rate near 11%.

SMILES | KB-V1 cytotox | HT1080 IDH1KD tx | KB-3-1 tox | MCF10A rerep | SW480 rerep | ATXN2 expr inh | ATXN viability | HT1080NT lethal | IL-1B inflam inh
Cc1nn(CC(=O)Nc2ccc3c(c2)oc2ccccc23)c(=O)c2ccccc12 | ? | 4% | -16% | ? | 0% | -21% | ? | 18% | 21
CCOc1cccc(NC(=O)CSc2nc(C)c3c(c2C#N)CCCC3)c1 | -4% | 6% | -9% | 7% | 2% | 1% | i | -5% | 6
Cn1c(=O)[nH]c(=O)c2c1nc(N1CCN(CCO)CC1)n2CCSc1nc2ccccc2s1 | 1% | 2% | 0% | 18% | 3% | 3% | i | -2% | 10
CC(C)(C)NC(=O)CSC(=Nc1ccccc1F)NC#N | -18% | 6% | 6% | ? | 1% | 99%[activator] | i | 5% | ?
NNC(=O)c1csc(COc2cc(Cl)cc(Cl)c2)n1 | -8% | 0% | ? | ? | 12% | -19% | i | -1% | ?
Cc1nnc(N2CCN(c3ccccc3F)CC2)c2c1nnn2Cc1ccc(F)cc1 | ? | nt | 0% | nt | nt | 12% | i | nt | nt
N#CCN1CCN(CC(=O)Nc2cccc3ccccc23)CC1 | -6% | 4% | -2% | 5% | 1% | ? | i | 8% | 1
COc1cccc(N(CC(=O)NCCSc2ccccn2)S(=O)(=O)c2ccccc2)c1 | ? | -5% | -2% | 15% | ? | -23% | i | -1% | -59*
O=C(c1ccco1)N1CCC2CC1c1c(Cl)cccc12 (centres undefined) | -8% | -6% | 2% | nt | nt | 0% | i | -8% | 24
CCc1ccc(NC(=O)c2cc3sc(Cl)cc3n2C)cc1 | 4% | nt | -10% | nt | nt | 7% | i | nt | nt
O=S(=O)(Nc1ccc(Cl)cc1)c1cccc2nsnc12 | 1% | 13% | 5% | ? | -5% | -29% | i | 21% | 4
CCOc1cc(C(=O)NCCOC)ccc1OC | -2% | 1% | -1% | -1% | -3% | -17% | i | -1% | -11
COc1ccc(NC(=O)/C(=C\c2cc(OC)c(OC)cc2[N+](=O)[O-])NC(=O)c2ccccc2)cc1 | 2% | -3% | 6% | -6% | -6% | 0% | i | -3% | 18
O=c1c2ccccc2nnn1CSc1nnc(-c2ccc3c(c2)OCO3)o1 | -1% | 2%[9.24 µM] | 6% | 9% | -3% | 27% | ? | 9% | 12
Cc1cc(C)n(C(C)CNS(=O)(=O)c2ccc(Cl)cc2)n1 (centres undefined) | -2% | 11% | ? | -13% | -12% | -4% | i | 3% | 1

An excerpt from above in order of molar mass, rising:
SMILES | KB-V1 cytotox | HT1080 IDH1KD tx | KB-3-1 tox | MCF10A rerep | SW480 rerep | ATXN2 expr inh | ATXN viability | HT1080NT lethal | IL-1B inflam inh
CCOc1cc(C(=O)NCCOC)ccc1OC | -2% | 1% | -1% | -1% | -3% | -17% | i | -1% | -11
O=C(c1ccco1)N1CCC2CC1c1c(Cl)cccc12 (centres undefined) | -8% | -6% | 2% | nt | nt | 0% | i | -8% | 24
N#CCN1CCN(CC(=O)Nc2cccc3ccccc23)CC1 | -6% | 4% | -2% | 5% | 1% | ? | i | 8% | 1
NNC(=O)c1csc(COc2cc(Cl)cc(Cl)c2)n1 | -8% | 0% | ? | ? | 12% | -19% | i | -1% | ?
O=S(=O)(Nc1ccc(Cl)cc1)c1cccc2nsnc12 | 1% | 13% | 5% | ? | -5% | -29% | i | 21% | 4
O=c1c2ccccc2nnn1CSc1nnc(-c2ccc3c(c2)OCO3)o1 | -1% | 2%[9.24 µM] | 6% | 9% | -3% | 27% | ? | 9% | 12
CCOc1cccc(NC(=O)CSc2nc(C)c3c(c2C#N)CCCC3)c1 | -4% | 6% | -9% | 7% | 2% | 1% | i | -5% | 6
COc1cccc(N(CC(=O)NCCSc2ccccn2)S(=O)(=O)c2ccccc2)c1 | ? | -5% | -2% | 15% | ? | -23% | i | -1% | -59*

Further records
SMILES | KB-V1 cytotox | HT1080 IDH1KD tx | KB-3-1 tox | MCF10A rerep | SW480 rerep | ATXN2 expr inh | ATXN viability | HT1080NT lethal | IL-1B inflam inh
O=C1C(Cl)=C(N2CCOCC2)C(=O)N1c1ccccc1Cl | 1% | -16% | 1% | 1% | 4% | 3% | i | -5% | -4
Nc1nc(-c2ccccc2)c(-c2ccc([N+](=O)[O-])cc2)s1 | -3% | 3% | -8% | 9% | -4% | -37% | i | -3% | 0
O=C(CN1CCCN(S(=O)(=O)c2ccc(F)cc2)CC1)Nc1cccc(F)c1 | ? | -12% | 0% | 4% | 21% | -25% | i | -6% | -8
Cc1ccn2cc(CCNS(=O)(=O)c3ccc4c(c3)CCCC4)nc2c1 | 0% | 1% | 2% | -2% | 3% | -7% | i | -4% | -6
COc1ccc(NC(=S)NC(C)c2ccncc2)cc1OC (centres undefined) | ? | 10% | 10% | 4% | -7% | 0% | i | 9% | -5
O=C(Cc1n[nH]c(=O)c2ccccc12)OCC(=O)c1ccccc1 | ? | 10% | ? | 5% | -2% | nt | ? | 6% | 30
Nc1ccccc1SCC(=O)Nc1nccs1 | -11% | 0% | 9% | -2% | -2% | 9% | i | 2% | 25
O=C(c1cc(COc2ccc(F)c(F)c2)on1)N1CCOCC1 | -42% | 0% | -11% | 4% | 9% | 14% | i | -5% | -29
c1ccc(OCCSc2nnnn2-c2ccccc2)cc1 | -18% | -1% | -11% | 19% | -1% | 52%[activator] | i | 0% | -16
COc1ccccc1NC(=O)Cn1c(SCC(=O)NCc2ccccc2)nc2ccccc21 | 6% | nt | -5% | nt | nt | 6% | i | nt | nt
CCOc1cc(/C=N/n2c(C)nc3sc(C)c(C)c3c2=O)ccc1O | 0% | 17% | 3% | 6% | -86%[inhibitor] | nt | i | 3% | 16
CCOc1ccc(N(CC(=O)NC2CCCC2)C(=O)CCC(=O)Nc2ccccn2)cc1 | 7% | 16% | 22% | -1% | -1% | -31% | i | 17% | -16
Cc1ccc(-c2noc(CCC(=O)NCCCN3CCN(c4ccc(F)cc4)CC3)n2)cc1 | 13µM* | -12%[9.24 µM] | ? | 7% | ? | ? | ? | 23µM* | -68*
COc1ccc(NC(=O)[C@H](NC(=O)[C@@H]2Cc3ccccc3CN2)c2ccccc2)cc1 | ? | -3% | -13% | 1% | 2% | 2% | i | -6% | -12
CCOCCCNC(=O)C(c1ccccc1)N(Cc1cccs1)C(=O)c1ccccc1O (centres undefined) | ? | -11% | 5% | 16% | ? | -17% | i | -11% | 0
Cc1ccc(N2C(=O)c3cccc4c(Oc5ccccc5[N+](=O)[O-])ccc(c34)C2=O)c(C)c1 | -5% | 4% | -10% | 3% | -5% | -11% | ? | 16% | 13
Cn1nnnc1SCCNC/C=C/c1ccccc1 | -27% | -9% | -22% | ? | -5% | -3% | i | 4% | 20
CN(CC(=O)NC1CCCCCC1)S(=O)(=O)c1ccc2c(c1)n(C)c(=O)c(=O)n2C | 3% | 13% | ? | 1% | -17% | 2% | i | -1% | -5
COC(=O)C1=C(C)OC(N)=C(C#N)C1c1cc2cc(C)ccc2nc1Cl (centres undefined) | 1% | 3% | 3% | 0% | -49% | 6% | i | 25% | -8
[O-]/[N+](=C/c1ccc(F)cc1)c1ccccc1 | 8% | ? | 0% | 0% | -10% | 15% | i | 9% | -21
O=C(COc1ccc(Nc2ccccc2)cc1)OCC(=O)N1CCCCC1 | -3% | 11% | -3% | -3% | -20% | 5% | i | 10% | 5
Cc1ccc(NC(=O)CSc2cc(=O)n(C)c3ccc(Cl)cc23)c(Br)c1 | 1% | nt | 4% | nt | nt | -9% | i | nt | nt
O=C(Nc1ccc(C(F)(F)F)cc1)c1ccccc1-n1cnnn1 | 14% | -2% | -6% | ? | -6% | -1% | i | -1%[9.24 µM] | -17
O=C(/C=C/c1ccco1)Nc1ccc2nc3n(c(=O)c2c1)CCCC3 | -12% | -2% | 1% | ? | -8% | 12% | nt | -20% | -51*
CCCn1nc2cc(C(=O)N(CC)c3ccc(OC)cc3)ccc2c1OCC | -2% | 7% | 25% | -3% | -7% | -1% | i | 20% | 18
C[C@]12C[C@H](O)[C@H]3[C@@H](CCC4=CC(=O)CC[C@@]43C)[C@@H]1CC[C@@H]2C(=O)CO | ? | 10% | -8% | 3%&-22%&6% | 0%&2%&-3% | 4%&-8% | i | ? | -1
Cc1ccc(Cn2c(=N)c(C(=O)NCC3CCCO3)cc3c(=O)n4cccc(C)c4nc32)cc1 (centres undefined) | 19% | 1% | -4% | 21µM* | 8.2µM* | -31% | nt | 0% | -55*
CCOc1cc(N2CCOCC2)c(OCC)cc1NC(=O)COC(=O)c1c(CC)noc1C | -24% | 16% | -10% | -28% | -5% | -7% | i | 0% | 19
O=[N+]([O-])c1ccc(C(O)CSC(=S)N2CCCCC2)cc1 (centres undefined) | 3% | -21% | 7% | 9% | -9% | 41%[activator] | i | -18% | -10
O=C(CSc1nnnn1-c1ccccc1Cl)Nc1ccc2c(c1)OCCO2 | -32% | 0% | 4% | 1% | 6% | -10% | i | 0% | 0
COCCNC(=O)c1c(CSc2ccccc2)noc1C(=O)NCc1ccccc1 | -5% | -2% | 8% | ? | 1% | -6% | i | -2% | -1
Cc1noc(C)c1-c1ccc(C(=O)NCc2cccc(Cl)c2)c2occc12 | -15% | -18% | -1% | nt | nt | 21% | i | ? | 0
COc1cc(C(=O)NCC(=O)N/N=C/c2cccs2)cc(OC)c1OC | ? | 21% | 16% | 4% | -16% | 1% | i | 15% | 0
COc1ccccc1C1(CC(=O)O)CCOC(C(C)C)C1 (centres undefined) | 5% | 9% | 8% | 1% | -2% | 1% | i | 14% | 4
CCOC(=O)CCc1c(C)nc2c(-c3ccccc3)c(C)[nH]n2c1=O | 0% | nt | 13% | nt | nt | -20% | i | nt | nt
O=C(Oc1ccc[nH]c1=O)c1cc([N+](=O)[O-])cc([N+](=O)[O-])c1 | -7% | ? | -14% | 16% | -4% | nt | i | -30% | -23
COc1ccc(S(=O)(=O)N(C)C)cc1NCC(=O)Nc1ccc(F)cc1F | ? | 2% | -6% | 0% | -3% | 7% | i | -8% | 10
